WRN helicase inh: qHTS for Inhibitors of WRN Helicase; WRN helicase unwinding, fluorescent forked duplex, kinetic; actives 0.46% (n = 360,000); Potency, µM (doses to about 114 µM), without a hit: top-dose activity change, negative = inhibition, actives largely listed as inhibitors; also: potency is read from the fitted curve at half-maximal effect; % is scaled to controls: 0 for no effect and ±100 for the full control effect; nearly all actives have a fitted effect of over 55% in size
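Screening of the MLSMR collection measured strand separation of a quenched forked DNA duplex (100 nM) by 20 nM WRN with 2 mM ATP, all final. Compounds were preincubated with enzyme 15 min at room temperature.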
FUS yeast rescue: qHTS for Suppressors of FUS Proteinopathy: Primary screen using FUS-linked yeast assay. S. cerevisiae FUS-expressing, growth rescue, OD600, 24 h. Potency, µM (series often up to 76.6 µM), inactives show top-dose growth rescue (activation), most hits filed as activators. actives 0.24% (n = 390,000);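 also: potency is read from the fitted curve at half-maximal effect; plate controls were DMSO vehicle for no effect and reference control for full effect; nearly all actives have a fitted effect of over 55% in size; some results filed as inactive show a strong effect at the top dose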
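Restored growth of FUS-toxic S. cerevisiae, read as 600 nm absorbance after 24 h at 30C in galactose medium (starting OD 0.005). Controls CP55940 and DMSO.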
EPAC1 antag: qHTS for Antagonist of cAMP-regulated guanine nucleotide exchange factor 3 (EPAC1): primary screen. Rap guanine nucleotide exchange factor 3 (Homo sapiens), O95398. EPAC1 GEF assay, Rap1b-BODIPY-GDP exchange fluorescence. Potency, µM (doses to about 115 µM), inactives show top-dose activity change, negative = inhibition, most hits filed as inhibitors. actives 0.14% (n = 360,000). AID 720709, 2013;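 also: potency is read from the fitted curve at half-maximal effect; plate controls were vehicle for no effect and positive control for full effect; nearly all actives have a fitted effect of over 50% in size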
Abeta yeast res: qHTS for compounds that reverse cellular toxicity of Amyloid beta (A-beta) peptide in yeast: Primary Screen; yeast expressing A-beta42, growth rescue, OD600, 48 h; response scale: 0% DMSO, 100% iron-clioquinol control; Potency, µM (doses to about 46.1 µM), inactives show top-dose growth rescue, actives largely listed as activators; actives 0.063% (n = 410,000); AID 1347071, 2019; also: potency is read from the fitted curve at half-maximal effect; nearly all actives have a fitted effect of over 55% in size
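Growth rescue measured by 600 nm absorbance after 48 h yeast culture at 30 C with compound. Values normalized between DMSO and an equimolar ferric chloride plus clioquinol control.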
PI5P4K alpha inh: qHTS for Inhibitors of phosphatidylinositol 5-phosphate 4-kinase (PI5P4K); actives 1.2% (n = 330,000); PI5P4Kalpha enzyme, ADP-Glo luminescence, 60 min; active compounds read low; max response, %; Phosphatidylinositol 5-phosphate 4-kinase type-2 alpha (Homo sapiens), P48426; active = max response of -50% or lower; inconclusive = between -30% and -50%; inactive = -30% or higher; also: value at the top dose of about 77 µM; % is scaled to controls: 0 for no effect and ±100 for the full control effect
Target sequence (P48426 whole entry, looked up): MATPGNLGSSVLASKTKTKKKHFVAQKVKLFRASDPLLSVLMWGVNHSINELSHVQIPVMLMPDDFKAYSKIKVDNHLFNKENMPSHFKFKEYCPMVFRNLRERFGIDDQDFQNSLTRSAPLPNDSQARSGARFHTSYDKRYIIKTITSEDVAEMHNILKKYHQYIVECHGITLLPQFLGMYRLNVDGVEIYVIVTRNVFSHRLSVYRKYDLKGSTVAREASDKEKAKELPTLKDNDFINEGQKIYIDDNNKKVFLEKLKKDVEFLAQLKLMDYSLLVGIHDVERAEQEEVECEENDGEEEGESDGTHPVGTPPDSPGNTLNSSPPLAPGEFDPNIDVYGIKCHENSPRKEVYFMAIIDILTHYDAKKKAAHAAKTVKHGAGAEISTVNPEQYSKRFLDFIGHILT
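ADP-Glo luminescence end-point after a 60 min room-temperature kinase reaction. PI5P4Kalpha and substrate in HEPES pH 7.4 buffer with EGTA, 0.1% CHAPS and 5% DMSO; ATP at 5 microM final.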
PLK1 PBD inh: qHTS for Inhibitors of PLK1-PDB (polo-like kinase 1 - polo-box domain): Primary Screen; Serine/threonine-protein kinase PLK1 (Homo sapiens), P53350; Plk1 PBD binding of FITC phosphopeptide, fluorescence polarization; Potency, µM, without a hit: max response, negative = inhibition, usual class: inhibitors; actives 2.8% (n = 360,000); AID 720504, 2013; also: potency is read from the fitted curve at half-maximal effect; series mostly up to about 57 µM; % is scaled to controls: 0 for no effect and ±100 for the full control effect; nearly all actives have a fitted effect of over 65% in size
Target sequence (P53350 whole entry, looked up, the tested form may be a part): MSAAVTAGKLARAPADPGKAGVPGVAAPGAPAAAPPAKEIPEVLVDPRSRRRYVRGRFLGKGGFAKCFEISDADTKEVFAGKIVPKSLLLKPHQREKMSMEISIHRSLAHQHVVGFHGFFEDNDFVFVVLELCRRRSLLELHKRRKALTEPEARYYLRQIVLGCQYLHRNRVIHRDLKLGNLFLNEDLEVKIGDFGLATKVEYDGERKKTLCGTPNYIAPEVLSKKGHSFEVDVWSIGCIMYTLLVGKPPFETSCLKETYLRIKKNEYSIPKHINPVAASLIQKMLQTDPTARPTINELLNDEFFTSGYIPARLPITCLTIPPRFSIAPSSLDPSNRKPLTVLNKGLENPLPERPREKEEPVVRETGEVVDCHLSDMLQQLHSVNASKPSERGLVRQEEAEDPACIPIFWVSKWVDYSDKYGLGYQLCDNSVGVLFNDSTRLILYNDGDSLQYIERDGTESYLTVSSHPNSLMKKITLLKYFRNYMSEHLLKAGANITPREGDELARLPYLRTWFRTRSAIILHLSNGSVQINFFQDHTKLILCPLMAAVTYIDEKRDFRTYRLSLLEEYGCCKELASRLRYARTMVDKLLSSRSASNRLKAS
aSyn yeast inh: qHTS of alpha-syn Inhibitors. Yeast expressing alpha-synuclein, growth rescue, BacTiter-Glo, 24 h. Potency, µM (highest dose often 46.1 µM), without a hit: at the top dose growth rescue (activation), hits mostly activators. actives 0.14% (n = 370,000); also: potency is read from the fitted curve at half-maximal effect; % of control where 0% means no effect; nearly all actives have a fitted effect of over 65% in size
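Screening used galactose-induced yeast with toxic alpha-synuclein levels, exposed to compound for 24 hr at 30 deg C. Cell growth, read with BacTiter-Glo luminescence, gave the measured signal.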
IL2 activator: qHTS of IL-2 Activators; activation, % (series mostly up to about 46 µM); actives 0.065% (n = 360,000); IL-2 activation reporter assay, cell-based qHTS; stimulated with anti-CD3/CD4/CD28 beads; in transgenic mouse T cells; AID 652025, 2013; in the data active = activation above about 50%; inconclusive = mostly about 30% to 49%; also: 0% is about no effect
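Unstimulated transgenic mouse T cells; 60-min compound exposure; bead-based TCR/CD4/CD28 stimulation; 18 h culture, 37 degrees C; dual fluorescence (EGFP, DsRed) plate cytometry.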
EPAC1 agonist: qHTS for Agonist of cAMP-regulated guanine nucleotide exchange factor 3 (EPAC1): primary screen; Rap guanine nucleotide exchange factor 3 (Homo sapiens), O95398; EPAC1 agonist qHTS, biochemical assay; response scale: 100% = response to 6.5 mM cAMP; Potency, µM (highest dose often 154 µM), for the others: at the highest dose activation, usual class: activators; actives 0.073% (n = 360,000); AID 720707, 2013; also: potency is read from the fitted curve at half-maximal effect; nearly all actives have a fitted effect of over 60% in size
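Nucleotide exchange by EPAC1 (100 nM) on Rap1B–BODIPY-GDP (250 nM) in the presence of 50 uM GDP is tracked fluorescently at 480/540 nm over 30 min. Signals are normalized to a 6.5 mM cAMP control.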
Starred values were filed as active, the others as inactive; ? = inconclusive; . = not tested or not shown; & = joins results of further samples; [ ] = remark or other dose. Unless noted, calls follow the shape of the dose curve; as a rule, active = well fitted curve in the direction sought with a large enough effect; inconclusive = small, poorly fitted or top-dose-only effect, or another doubt; inactive = no such curve, though single readings can be large; an effect the other way counts as inactive or inconclusive.

SMILES | WRN helicase inh | FUS yeast rescue | EPAC1 antag | Abeta yeast res | PI5P4K alpha inh | PLK1 PBD inh | aSyn yeast inh | IL2 activator | EPAC1 agonist
CCN(Cc1ccccc1)C(=O)Cn1c(=O)n(-c2ccc(OC)cc2OC)c(=O)c2c(C)c(C)sc21 | 5% | 3%&-3% | 8% | -21%&5% | -3 | 2% | 8% | -0.3 | 5%
O=C(Cc1ccccc1[N+](=O)[O-])N1CCN(S(=O)(=O)c2ccccc2)CC1 | 7% | 24% | 7% | 17% | -8 | -10% | 0% | 1.7 | -4%
Cc1ccc2c(c1)N(C(=O)CCC(=O)N1CCC(C(N)=O)CC1)CC(C)O2 (stereo unspecified) | -12% | 2% | -22% | 2% | 12 | -4% | -1% | -1.4 | -21%
Cc1ccc2nc3c(cc2c1)c(NC(=O)c1ccco1)nn3CC(C)C | 1% | 13% | -20% | -1% | -11 | -2% | -8% | -0.8 | -10%
CC1(C)CC(=O)C=C(c2ccc(-c3ccc4[nH]ccc4c3)cc2)C1=O | -10% | -4% | -23% | -6% | -3 | -3% | -8% | -3.8 | -2%
CN(c1ccccc1)S(=O)(=O)c1ccc(C(=O)NCc2ccccn2)cc1 | 1% | 11% | 5% | -17% | 0 | 3% | 2% | -1.3 | -3%
Cc1onc(-c2c(F)cccc2Cl)c1C(=O)NCc1ccccn1 | 8% | 22% | -6% | 17% | . | -8% | -4% | -0.8 | 8%
C=CCn1c(N)c(C(=O)N2CCOCC2)sc1=S | 3% | 16% | 20% | -6% | . | ? | -5% | -2.9 | 2%
CC(=O)Nc1ccc(S(=O)(=O)Nc2nc3ccccc3nc2Nc2ccccc2)cc1 | 5% | -8% | 5% | 4% | 0 | -9% | 0% | 0.6 | -3%
Cc1ccccc1CNC(=O)CN1C(=O)c2ccccc2S1(=O)=O | -7% | 0% | -4% | -5% | -1 | -16% | 5% | -0.5 | 3%
CCCCN(CC)CCNC(=O)c1[nH]c(C)c(C(C)=O)c1C | -4% | -2% | 3% | 7% | 1 | 0% | 1% | -2.0 | 5%
C(=N\c1c(-c2ccccc2)nc2n1CCS2)/c1ccccc1 | -6% | 32% | -14% | -14% | -4 | -11% | -4% | -2.4 | 10%
COc1cc2[nH]c(=O)c(C(=O)NCCCN3CCOCC3)c(O)c2cc1OC | -1%[57.1 µM] | 7% | -29% | -20% | 0 | ? | -3% | -0.3 | 1%
O=C(Nc1nc2ccc(F)cc2s1)C1CCCO1 (stereo unspecified) | -3% | -1% | 1% | 13% | . | -1% | 1% | 0.1 | 9%
C=CCN1C(=O)CN=C1NCc1ccccc1 | 5% | 10% | 9% | 0% | 9 | -1% | -5% | -1.3 | -2%
CCOC(=O)c1oc2c(c1C)/C(=N/O)CCC2 | 1% | 14% | 1% | 1% | -1 | -14% | -8% | -1.3 | 3%
CCC(C)n1c(SCC(=O)NC(=O)c2cccn2C)nc2ccccc2c1=O (stereo unspecified) | -1% | 35% | -15% | 11% | -12 | -6% | 9% | -2.7 | 6%
O=C(CN1CCN(CCN2C(=O)c3cccc4cccc(c34)C2=O)CC1)c1ccc(F)cc1 | 19% | 25% | 6% | 15% | . | -17% | 7% | -2.3 | -2%
CC(C)N(C(=O)[C@H]1C[C@H](CC(=O)NCCC2=CCCCC2)C(=O)N2CCc3c([nH]c4cc(CCC(=O)N(C)C)ccc34)[C@]12C)C(C)C | -3% | ? | -2% | 4% | -2 | -14% | 0% | -0.6 | -17%
CC(CCc1ccccc1)NC(=O)C1CCC1 (stereo unspecified) | -4% | 18% | -16% | -15% | -2 | -2% | -1% | -2.2 | 0%
COc1ccccc1CNC(=O)CN1CCC(NC(=O)c2ccccc2F)CC1 | 4%[57.1 µM] | -2% | -2% | -9% | 1 | -2% | -1% | -2.1 | 1%
COc1ccc(S(=O)(=O)Nc2cccnc2)cc1OC | -1% | -17% | -6% | -1% | 4 | 0% | 2% | 0.0 | 5%
CCOC(=O)C1CCN(C(=O)COC(=O)CNC(=O)c2ccc(OC)cc2)CC1 | 8% | 16% | -17% | -10% | 13 | -9% | -20% | 1.0 | 2%
CCCCCCn1cc(CN2CC(N(C)CCC)CS2(=O)=O)nn1 (stereo unspecified) | -3% | -18% | 0% | -10% | 1 | -10% | -7% | 0.4 | 6%
COc1cc(OC)c(OC)cc1C=NCC1(c2ccccc2)CCCC1 | 6% | -14% | 4% | 4% | . | -8% | -1% | 1.9 | 3%
Cc1ccc(-n2c(-c3c(-c4ccccc4)noc3C)n[nH]c2=S)cc1 | 6% | 23% | 4% | 32% | . | -10% | -2% | 0.7 | 6%
Cn1c2c(c(=O)n(C)c1=O)C(CC(=O)Nc1ccccc1)C(=O)N2 (stereo unspecified) | 9% | 16% | 0% | 4% | . | -7% | -1% | 1.7 | 0%
COCC(=O)N1CCCC(N(C)CCc2ccc(OC)c(OC)c2)C1 (stereo unspecified) | 2% | -18% | 20% | -10% | -2 | -3% | -3% | -0.8 | 1%
O=C(/C=C(O)/C=C/c1ccc(O)cc1)/C=C/c1ccc(O)cc1 | -21% | 9% | 21% | -4% | -60* | 43%[activator] | 2% | 3.9 | 11%
CCCc1nc2nc(C)c(NS(=O)(=O)c3ccc(CC(C)C)cc3)c(=O)n2[nH]1 | 1%[57.1 µM] | -29%&2% | 9% | -11%&-23% | 4 | -13% | -2% | 0.9 | 11%
Cc1ccc(S(=O)(=O)/N=C(/Nc2ccc([N+](=O)[O-])cc2[N+](=O)[O-])c2ccccc2)cc1 | -5% | . | 5% | -33%[inhibitor] | 18 | -20% | -46%[inhibitor] | -2.4 | -3%
CC(C)NC(=O)c1[nH]nc2c1CCc1ccccc1-2 | -2% | -27% | -3% | -1% | -4 | -16% | -16% | -1.4 | 2%
Cc1cc(NC(=O)NC(=O)c2ccc(F)cc2F)n[nH]1 | 2% | 28% | -12% | 20% | 1 | -8% | -3% | 0.0 | 11%
N#C/C(=N\Nc1ccccc1)C(=N)N1CCCCCC1 | -5% | -19% | -1% | 11% | 0 | 5% | 9% | 0.1 | -6%
N#CCSc1ccccc1NC(=O)COC(=O)CCNC(=O)c1ccc([N+](=O)[O-])cc1 | 4% | 15% | 11% | 3% | -15 | 5% | 0% | 0.5 | 1%
Cc1nnc(SCC(=O)N(C(C)C)C(C)C)[nH]c1=O | 6% | -28% | -15% | 10% | -5 | -2% | 0% | 0.9 | 5%
O=C(c1ccco1)N1CCN(C(=S)Nc2ccc(F)c(Cl)c2)CC1 | 8% | -4% | 18% | -6% | -2 | -3% | 17% | -1.8 | -1%
Cc1ccc(N(C)C(=O)C2CCCN2S(=O)(=O)c2cccc3nsnc23)cc1 (stereo unspecified) | 4% | 15% | 2% | -1% | -2 | -3% | -7% | 11 | -6%
O=C(NCC1CCCO1)c1ccc(Cl)c(F)c1F (stereo unspecified) | 2% | 7% | 0% | 13% | 3 | -8% | -1% | -1.0 | 2%
COC(=O)c1cccc(OC(N)=O)c1 | 7% | -15% | 9% | 14% | . | -2% | -6% | -1.7 | 7%
COc1ccc(OCC(=O)Nc2cccc(C(C)=O)c2)cc1 | 0% | 5% | 18% | 11% | 1 | -11% | -5% | -1.0 | 9%
Cc1cc(C(=O)NC(C)CCC(C)C)c2ccccc2n1 (stereo unspecified) | -3% | 4% | 3% | -6% | 3 | 1% | 0% | 0.7 | 2%
Cc1noc(C)c1CSCC(=O)Nc1cc(S(=O)(=O)N2CCOCC2)ccc1OC(C)C | 7% | 17% | -16% | 14% | 4 | -7% | 0% | -2.0 | -1%
Cc1ccc(CNC(=O)c2ccccc2NC(=O)C2=CSCCO2)cc1 | 1% | 14% | 3% | 19% | -1 | 0% | -8% | -2.4 | -10%
CC(C)NC(=O)C1(C)Cc2c(-c3ccc(N(C)C)cc3)ccnc2O1 (stereo unspecified) | 3%[57.1 µM] | -19% | 16% | -1% | -1 | 3% | 0% | -0.2 | -9%
O=C(C1CC(=O)N(c2ccc3c(c2)OCCO3)C1)N1CCN(S(=O)(=O)c2cccc(F)c2)CC1 (stereo unspecified) | 7% | . | 6% | -14% | -11 | -10% | -7% | 0.6 | 5%
Cc1cc(N/N=C/c2ccncc2)c([N+](=O)[O-])cc1[N+](=O)[O-] | 1% | 4% | -9% | -4% | 2 | -8% | -7% | 0.2 | -18%
Cc1ccc(C(=O)NNC(=O)c2ccc(NC(=O)C(C)(C)C)cc2)cc1 | -1% | 11% | -16% | 7% | 1 | 6% | 1% | 1.2 | 8%
O=C(CSc1nc2ncc(Cl)cc2[nH]1)N1CCC(Cc2ccccc2)CC1 | -30% | 26% | -14% | -2% | -12 | -9% | 0% | 1.6 | 6%
COc1ccccc1OCC#CCSc1ncccn1 | 2% | -13% | -17% | -3% | -2 | -6% | 0% | -3.6 | -3%
NC(=O)C1CCN(Cc2nc3c(Br)cc(Br)cc3c(=O)[nH]2)CC1 | 6% | 45% | 4% | 5% | -17 | -4% | 4% | 1.9 | -5%

Compounds above that have a cyano group:
SMILES | WRN helicase inh | FUS yeast rescue | EPAC1 antag | Abeta yeast res | PI5P4K alpha inh | PLK1 PBD inh | aSyn yeast inh | IL2 activator | EPAC1 agonist
N#C/C(=N\Nc1ccccc1)C(=N)N1CCCCCC1 | -5% | -19% | -1% | 11% | 0 | 5% | 9% | 0.1 | -6%
N#CCSc1ccccc1NC(=O)COC(=O)CCNC(=O)c1ccc([N+](=O)[O-])cc1 | 4% | 15% | 11% | 3% | -15 | 5% | 0% | 0.5 | 1%

Source: PubChem (National Center for Advancing Translational Sciences (NCATS))
